Screening data as filed in PubChem BioAssay.
ROS inducer = cancer cell ROS induction. U2OS ROS induction, H2DCF-DA fluorescence. ROS induction (% of piperlongumine), % at 10 µM. actives 2% (n = 46,000). AID 624156; in the data active = ROS induction above about 79%, passing the limit was not always enough; inconclusive = no clear call, values can overlap the other calls;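 also: 0% = DMSO vehicle median and 100% = reference compound median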
The depositor's hits bear a star; ? = inconclusive. Only part of the results is shown; rates above refer to the full screens.

Start of the listing, in advance (6 entries):
SMILES	ROS inducer
C[C@H]1CN([C@@H](C)CO)C(=O)c2cccc(NC(=O)Nc3cccc4ccccc34)c2O[C@@H]1CN(C)S(=O)(=O)c1cn(C)cn1	-6
C[C@@H]1CN([C@H](C)CO)C(=O)c2cccc(NC(=O)Nc3ccc4c(c3)OCO4)c2O[C@H]1CN(C)C	-3
CNC[C@H]1Oc2ccc(NS(=O)(=O)c3ccc(Cl)cc3)cc2C(=O)N([C@H](C)CO)C[C@H]1C	4
COc1ccc(C)cc1S(=O)(=O)N1CCC(C(=O)Nc2cc(Cl)ccc2Cl)CC1	1
Cc1nn(C)c(C)c1NC(=O)CSc1nnc(C)n1-c1ccccc1	-6
C[C@H]1CN([C@@H](C)CO)C(=O)c2cccc(NS(=O)(=O)c3ccc(Cl)cc3)c2O[C@@H]1CN(C)Cc1ccc(Cl)c(Cl)c1	16

Main list, previewed entries included:
SMILES	ROS inducer
C[C@H]1CN([C@@H](C)CO)C(=O)c2cccc(NC(=O)Nc3cccc4ccccc34)c2O[C@@H]1CN(C)S(=O)(=O)c1cn(C)cn1	-6
C[C@@H]1CN([C@H](C)CO)C(=O)c2cccc(NC(=O)Nc3ccc4c(c3)OCO4)c2O[C@H]1CN(C)C	-3
CNC[C@H]1Oc2ccc(NS(=O)(=O)c3ccc(Cl)cc3)cc2C(=O)N([C@H](C)CO)C[C@H]1C	4
COc1ccc(C)cc1S(=O)(=O)N1CCC(C(=O)Nc2cc(Cl)ccc2Cl)CC1	1
Cc1nn(C)c(C)c1NC(=O)CSc1nnc(C)n1-c1ccccc1	-6
C[C@H]1CN([C@@H](C)CO)C(=O)c2cccc(NS(=O)(=O)c3ccc(Cl)cc3)c2O[C@@H]1CN(C)Cc1ccc(Cl)c(Cl)c1	16
C[C@@H]1CN([C@H](C)CO)C(=O)Cc2cc(NC(=O)c3ccncc3)ccc2O[C@@H]1CN(C)C(=O)Nc1ccc(C(F)(F)F)cc1	5
Cc1c(C2CCN(CCc3ccccc3)CC2)noc1-c1ccc(Cl)cc1	?
C[C@H](CO)N1C[C@H](C)[C@@H](CN(C)Cc2ccc3c(c2)OCO3)Oc2c(NC(=O)Nc3ccc4c(c3)OCO4)cccc2C1=O	7
O=C(CCCCCCC(=O)Nc1ccccc1O)N/N=C/[C@@H](O)[C@H](O)[C@H](O)CO	19
COc1ccc(NC(=O)N(C)C[C@@H]2Oc3ccc(NS(=O)(=O)c4cn(C)cn4)cc3C(=O)N([C@H](C)CO)C[C@@H]2C)cc1	-9
C[C@@H]1CN([C@H](C)CO)C(=O)Cc2cc(NC(=O)Cc3ccccc3)ccc2O[C@H]1CN(C)Cc1ccc2c(c1)OCO2	10
CSc1nn(-c2ccccc2)cc1C(=O)Nc1ccc(Cl)cc1	6
C[C@@H]1CN([C@@H](C)CO)C(=O)Cc2cc(NS(=O)(=O)c3ccccc3)ccc2O[C@@H]1CN(C)S(=O)(=O)c1ccc(F)cc1	14
COc1c(O[C@@H]2O[C@H](C(=O)O)[C@@H](O)[C@H](O)[C@H]2O)cc2oc(-c3ccc(O)cc3)cc(=O)c2c1O	-1
COC(=O)C1=C(N)OC2=C(C(=O)CC(C)(C)C2)C1c1ccc(C(=O)OC)cc1 (stereo unspecified)	12
Cc1ccc(S(=O)(=O)Nc2ccc3c(c2)C(=O)N([C@H](C)CO)C[C@@H](C)[C@@H](CN(C)S(=O)(=O)c2ccc(F)cc2)O3)cc1	-2
Cn1c(SCC(=O)N2c3ccccc3Sc3ccccc32)nnc1-c1ccco1	-13
C=CCNC(=O)[C@@H]1[C@H]2C(=O)O[C@H](c3ccccc3)[C@H](c3ccccc3)N2[C@H](c2ccc(OCCO)cc2)[C@@]12C(=O)Nc1ccc(C#Cc3ccc(OC)cc3)cc12	24
C[C@H](CO)N1C[C@H](C)[C@H](CN(C)S(=O)(=O)c2ccc(Cl)cc2)Oc2ccc(NC(=O)Nc3ccc(F)cc3)cc2C1=O	-7
Cc1cc(Br)ccc1NC(=O)CSc1nnc(-c2ccccc2O)n1-c1ccccc1	5
Cc1ccc(S(=O)(=O)c2c(C)nn(C(C)(C)C)c2OC(=O)c2ccccc2Br)cc1	7
C[C@@H]1CN([C@H](C)CO)C(=O)c2cccc(NC(=O)Nc3ccc(C(F)(F)F)cc3)c2O[C@@H]1CN(C)Cc1ccc(Oc2ccccc2)cc1	5
COc1ccc(NC(=O)N(C)C[C@@H]2Oc3ccc(NS(=O)(=O)c4cccs4)cc3C(=O)N([C@@H](C)CO)C[C@H]2C)cc1	-5
CCOC(=O)c1c(NC(=S)NC(=O)c2ccc(OC)c([N+](=O)[O-])c2)sc2c1CCC2	-5
(next part)
SMILES	ROS inducer
O=C(CN1CCc2ccccc2C1)Nc1ccc(S(=O)(=O)N2CCOCC2)cc1	-9
C[C@H](CO)N1C[C@H](C)[C@H](CN(C)S(=O)(=O)c2cccs2)Oc2ncc(/C=C/c3ccccc3)cc2C1=O	32
C[C@H](CO)N1C[C@H](C)[C@H](CN(C)C(=O)Nc2ccc(C(F)(F)F)cc2)Oc2c(NS(=O)(=O)c3ccc(Cl)cc3)cccc2C1=O	-3
C[C@@H]1CN([C@H](C)CO)C(=O)c2cc(NC(=O)CCCN(C)C)ccc2O[C@H]1CN(C)Cc1ccc(C(=O)O)cc1	-3
COc1ccc2c(c1)CCC(=O)C2	-11
COc1ccc(C(C)C)cc1S(=O)(=O)Nc1ccccn1	-6
CC(=O)c1cccc(NC(=O)Cc2ccccc2[N+](=O)[O-])c1	-5
CC(C)NC(=O)N(C)C[C@H]1Oc2c(NC(=O)C3CC3)cccc2C(=O)N([C@H](C)CO)C[C@H]1C	-6
C[C@H]1CN([C@@H](C)CO)C(=O)Cc2cc(NC(=O)NC3CCCCC3)ccc2O[C@H]1CN(C)S(=O)(=O)c1ccc(F)cc1	14
COc1ccc(S(=O)(=O)N(C)C[C@@H]2OCCCC[C@@H](C)Oc3ccc(NS(=O)(=O)c4ccc(C)cc4)cc3C(=O)N([C@H](C)CO)C[C@@H]2C)cc1	?
CCc1cccc2c(C(C(=O)c3ccccc3)c3c[nH]c4c(CC)cccc34)c[nH]c12	14
C[C@H]1CN([C@@H](C)CO)C(=O)c2cc(NS(=O)(=O)c3ccccc3)ccc2O[C@H]1CN(C)S(C)(=O)=O	0
C[C@H]1CN([C@@H](C)CO)C(=O)c2cc(NC(=O)Nc3ccc(C(F)(F)F)cc3)ccc2O[C@@H]1CN(C)Cc1ccc(C(=O)O)cc1	7
CC1(C)Cc2cccc(C(=O)N3CCC(c4c[nH]c5ccccc45)CC3)c2O1	-3
O=S(=O)(CS(=O)(=O)c1ccc(Cl)cc1)c1ccc(Cl)cc1	4
C[C@H](CO)N1C[C@H](C)[C@@H](CN(C)Cc2ccc3c(c2)OCO3)Oc2c(NC(=O)C3CC3)cccc2C1=O	40
C[C@H]1CN([C@@H](C)CO)C(=O)c2cccc(NC(=O)c3cnccn3)c2O[C@@H]1CN(C)S(=O)(=O)c1cn(C)cn1	2
Cc1ccc(C)c(CN(C2=NC3CS(=O)(=O)CC3S2)c2cccc(Cl)c2)c1 (stereo unspecified)	-1
COc1ccc(NC(=O)N(C)C[C@H]2Oc3ccc(NC(=O)CCN4CCOCC4)cc3C(=O)N([C@H](C)CO)C[C@H]2C)cc1	-7
COc1ccc(S(=O)(=O)Nc2ccc3c(c2)C(=O)N([C@H](C)CO)C[C@H](C)[C@@H](CN(C)S(=O)(=O)c2cn(C)cn2)O3)cc1	-17
CC(C)(C)c1csc(-c2sccc2CS(=O)(=O)c2ccc(Cl)cc2)n1	-2
Cc1ccc(S(=O)(=O)N2CCN(CC(O)COc3ccc4ccccc4c3)CC2)cc1 (stereo unspecified)	8
C[C@@H]1CN([C@H](C)CO)C(=O)c2cc(NC(=O)Nc3ccc(C(F)(F)F)cc3)ccc2O[C@@H]1CN(C)S(=O)(=O)c1ccc(F)cc1	7
COc1ccc(NC(=O)N(C)C[C@H]2Oc3ccc(NS(=O)(=O)c4ccc(F)cc4)cc3C(=O)N([C@H](C)CO)C[C@@H]2C)cc1	-10
Cc1ccc(S(=O)(=O)N(C)C[C@H]2Oc3ccc(NC(=O)Cn4cnnn4)cc3C(=O)N([C@H](C)CO)C[C@@H]2C)cc1	-9

Four structures already listed, sorted by length of the SMILES, descending.
SMILES	ROS inducer
C[C@H]1CN([C@@H](C)CO)C(=O)c2cc(NC(=O)Nc3ccc(C(F)(F)F)cc3)ccc2O[C@@H]1CN(C)Cc1ccc(C(=O)O)cc1	7
Cc1ccc(S(=O)(=O)N(C)C[C@H]2Oc3ccc(NC(=O)Cn4cnnn4)cc3C(=O)N([C@H](C)CO)C[C@@H]2C)cc1	-9
COc1ccc(NC(=O)N(C)C[C@H]2Oc3ccc(NC(=O)CCN4CCOCC4)cc3C(=O)N([C@H](C)CO)C[C@H]2C)cc1	-7
Cc1nn(C)c(C)c1NC(=O)CSc1nnc(C)n1-c1ccccc1	-6

Other structures follow.
SMILES	ROS inducer
[N-]=[N+]=NCc1ccccc1C[C@]1(C(=O)NCC(O)CO)N=C(c2ccc(OCCCO)cc2)O[C@H]1c1ccccc1 (stereo partly specified)	60
COc1ccc(S(=O)(=O)Nc2cccc3c2O[C@@H](CN(C)C(=O)NC(C)C)[C@@H](C)CN([C@@H](C)CO)C3=O)cc1	-11
O=C1CSC(=NC2CC2)N1Cc1cccs1	25
COc1ccc(OC)c(-n2c(CN3CCC(C(N)=O)CC3)nc3ccccc3c2=O)c1	4
C=CCn1c(SCC(=O)Nc2ccc(S(N)(=O)=O)cc2)nnc1-c1ccco1	-5
N#CCC(=O)N(Cc1ccccc1)C(=O)Nc1cccc(F)c1	-16
Cc1noc(C)c1NC(=O)Nc1ccc2c(c1)CC(=O)N([C@H](C)CO)C[C@@H](C)[C@@H](CN(C)C(=O)Nc1ccc3c(c1)OCO3)O2	-5
Cc1ccc(S(=O)(=O)Nc2ccc3c(c2)CC(=O)N([C@H](C)CO)C[C@H](C)[C@H](CN(C)Cc2ccc(C(F)(F)F)cc2)O3)cc1	27
C[C@H]1CN([C@@H](C)CO)C(=O)CCCn2cc(nn2)CO[C@@H]1CN(C)S(=O)(=O)c1cn(C)cn1	10
C[C@@H]1CN([C@H](C)CO)C(=O)CCCn2cc(nn2)CO[C@@H]1CN(C)C	-7
C[C@H](CO)N1C[C@H](C)[C@H](CN(C)S(C)(=O)=O)Oc2ccc(NS(=O)(=O)c3cn(C)cn3)cc2CC1=O	-5
Cc1nnc(SCC(=O)Nc2ccc(Oc3ccccc3)cc2)[nH]c1=O	10
COc1ccc(NC(=O)Nc2ccc3c(c2)C(=O)N([C@@H](C)CO)C[C@H](C)[C@@H](CN(C)C(=O)Nc2cccc4ccccc24)O3)cc1	38
CCOc1ccccc1NC(=O)CSc1nc2c(oc3ccccc32)c(=O)n1CCOC	19
COc1ccc(OCC(=O)N2CCN(S(=O)(=O)c3ccc(OC)cc3)CC2)cc1	6
S=c1nc(-c2ccccc2)n(-c2ccc(Br)cc2)c2c1CCCC2	?
CNC[C@@H]1Oc2ccc(NC(=O)C3CC3)cc2C(=O)N([C@@H](C)CO)C[C@H]1C	-15
CS(=O)(=O)N(CC(=O)O)c1ccc(Cl)cc1	17
C[C@@H]1CCCCO[C@H](CN(C)S(=O)(=O)c2ccc(Cl)cc2)[C@@H](C)CN([C@H](C)CO)C(=O)c2cc(NC(=O)Nc3ccc(C(F)(F)F)cc3)ccc2O1	25
COC(=O)c1c(NC(=S)NC(=O)CN2C(=O)c3ccccc3C2=O)sc2c1CCCC2	-17
CCc1ccc(NC(=O)CSc2ccc3nnc(-c4ccccn4)n3n2)cc1	0
CCN(CC)CC(O)Cn1c2c(c3ccccc31)CCCC2=O (stereo unspecified)	-9
Cc1noc(C)c1NC(=O)Nc1ccc2c(c1)CC(=O)N([C@H](C)CO)C[C@@H](C)[C@@H](CN(C)C)O2	-1
C[C@@H]1CN([C@@H](C)CO)C(=O)c2cc(NC(=O)c3ccncc3)ccc2O[C@H]1CN(C)Cc1ccccc1	-8
C[C@H]1CN([C@@H](C)CO)C(=O)c2cc(NS(=O)(=O)c3cn(C)cn3)ccc2O[C@H]1CN(C)CC1CC1	-18
More results
SMILES	ROS inducer
CC(C)NC(=O)N(C)C[C@@H]1OCc2cn(nn2)CCCC(=O)N([C@H](C)CO)C[C@@H]1C	-5
C[C@H]1CN([C@@H](C)CO)C(=O)c2cc(NS(C)(=O)=O)ccc2O[C@@H]1CN(C)C(=O)Nc1cccc2ccccc12	-8
CC(=O)c1ccc(NC(=O)CN(C)S(=O)(=O)c2ccc(Br)cc2)cc1	25
Cn1ccc(-c2cccc(NC(=O)Nc3ccccc3)c2)n1	6
CC1(C)CC(=O)c2cc(C#N)c(SCSc3nc4c(cc3C#N)C(=O)CC(C)(C)C4)nc2C1	-13
O=C(CSc1n[nH]c(-c2ccco2)n1)Nc1sc2c(c1C(=O)Nc1ccccc1)CCCC2	15
CCOc1cc(C)c(S(=O)(=O)NCCN2CCOCC2)cc1C	-10
CCN(c1ccc(OC)cc1)S(=O)(=O)c1ccc2c(c1)CC(C)N2C(=O)C1CC1 (stereo unspecified)	-2
Cn1cc(C(c2ccccn2)c2cn(C)c3ccccc23)c2ccccc21	29
CC(C)NC(=O)Nc1cccc2c1O[C@H](CN(C)S(C)(=O)=O)[C@H](C)CN([C@@H](C)CO)C2=O	-5
C[C@H]1CN([C@@H](C)CO)C(=O)c2cc(NC(=O)Nc3ccc4c(c3)OCO4)ccc2O[C@H]1CN(C)Cc1ccc(Oc2ccccc2)cc1	16
C[C@@H]1CN([C@@H](C)CO)C(=O)c2cc(NC(=O)c3ccncc3)ccc2O[C@@H]1CN(C)C	-7
Cc1noc(C)c1NC(=O)N(C)C[C@H]1OCCCC[C@@H](C)Oc2ccc(NS(=O)(=O)c3ccccc3)cc2C(=O)N([C@H](C)CO)C[C@@H]1C	-6
C[C@@H]1CN([C@H](C)CO)C(=O)CCCn2nncc2CO[C@@H]1CN(C)S(=O)(=O)c1ccc2c(c1)OCCCO2	3
C=CCNC(=O)[C@@H]1[C@H]2C(=O)O[C@H](c3ccccc3)[C@H](c3ccccc3)N2[C@H](c2ccccc2OCCO)[C@@]12C(=O)Nc1ccc(C#Cc3ccc(OC)cc3)cc12	25
